# Rat MKP-3 inhibitors: MKP-3 phosphatase inhibitors, primary screen, biochemical, rat enzyme, in vitro (AID 425); recombinant MKP-3 phosphatase activity, fluorescence; higher % means a stronger effect; inhibition, % at 20 µM; hits with a dose series show IC50 in µM; hit rate 0.17% among 110,000; in the data active means inhibition above about 50%;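 further: plate controls were vehicle for no effect and reference inhibitor for full effect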
# Hsp70 displacement: small molecules displacing fluorescent ligand from Hsp70 – biochemical, fluorescence polarization, primary screen (AID 583) | one-dose displacement, % at 20 µM; IC50 in µM for titrated hits | hit rate 0.06% among 140,000 | Hsp70 fluorescence polarization probe displacement, mP; higher % means a stronger effect; in the data active means displacement above about 50%;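 further: plate controls were vehicle for no effect and reference ligand for full effect; a part of the inactive calls stands beside numbers as strong as those of hits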
# Active calls of the source: *; nt = no result given; & = joins results of further samples.
SMILES,Rat MKP-3 inhibitors,Hsp70 displacement
CS(=O)(=O)N(CCc1ccccc1)CC(=O)N1CCN(c2ccccc2)CC1,-1%,-4.3%
C[C@@](Cc1ccc(O)c(O)c1)(NN)C(=O)O,nt,-3.8%
O=C(NCCCN1CCOCC1)c1c(F)cccc1F,-15%,-2.1%
C/C(N)=C(/C#N)C(=O)CSc1nnc(Nc2c(C)cccc2C)s1,-6%,3.4%
CCn1c(C)nc2cc(-c3nc4n(n3)Cc3ccccc3-4)ccc21,-6%,0.6%
COc1ccc(C(=O)Nc2ccccn2)cc1,nt,-3.2%
CSc1ccc(Cl)c(C(=O)OCC(=O)N2CC(C)OC(C)C2)c1 (centres undefined),-2%,-0.5%
COc1ccc(NC(=O)C2C(=O)NC3(C)CC2c2ccccc2O3)cc1 (centres undefined),-18%,-1.9%
CCOC(=O)c1ccc(NC(=O)CSc2n[nH]c(-c3ccncc3)n2)cc1,-11%,1.1%
CCN(CC)S(=O)(=O)c1cc(C(=O)Oc2ccccc2OC)ccc1OC,-2%,0.5%
CCCS(=O)(=O)n1nc(-c2ccc(OC)cc2OC)cc1N,-1%,-1.2%
COc1ccc(NC(=O)Nc2ccc(Cl)c(Cl)c2)cc1,0%,5.5%
COc1ccc(NC2CCN(C3CC(=O)N(c4ccc(F)c(Cl)c4)C3=O)CC2)cc1 (centres undefined),2%,0.2%
COc1cc(C2C(=O)N(C3CCCC3)CC(=O)N2Cc2ccco2)ccc1OC(C)C (centres undefined),-4%,-1.1%
O=C(CCCc1nc2ccccc2s1)N1CCN(S(=O)(=O)c2cccs2)CC1,-5%,-0.8%
CC(=O)Nc1ccc(S(=O)(=O)N(Cc2ccccc2)c2ccccn2)cc1,0%,0.6%
CCOC(=O)NC(Nc1nnc(SCC)s1)(C(F)(F)F)C(F)(F)F,-6%,1.4%
Cc1ccc(NC(=O)CCOc2ccccc2)c(Br)c1,2%,-1.6%
O=c1c2ccccc2c(-c2ccccc2)nn1-c1cc([N+](=O)[O-])ccc1N1CCOCC1,0%,-4.6%
Cc1cc(NC(=O)CSc2nnc(-c3ccco3)n2Cc2ccco2)no1,-10%,-0.5%

# Given bar-delimited: part of the list above.
Molecule | Rat MKP-3 inhibitors | Hsp70 displacement
C[C@@](Cc1ccc(O)c(O)c1)(NN)C(=O)O | nt | -3.8%
O=C(NCCCN1CCOCC1)c1c(F)cccc1F | -15% | -2.1%
C/C(N)=C(/C#N)C(=O)CSc1nnc(Nc2c(C)cccc2C)s1 | -6% | 3.4%
CCn1c(C)nc2cc(-c3nc4n(n3)Cc3ccccc3-4)ccc21 | -6% | 0.6%

# Returning to the listing with the two entries that preceded the break.
SMILES,Rat MKP-3 inhibitors,Hsp70 displacement
O=c1c2ccccc2c(-c2ccccc2)nn1-c1cc([N+](=O)[O-])ccc1N1CCOCC1,0%,-4.6%
Cc1cc(NC(=O)CSc2nnc(-c3ccco3)n2Cc2ccco2)no1,-10%,-0.5%
CCCCCC1NC(=O)NC1CCCCCC(=O)O (centres undefined),-5%,7.0%
CC(C)CSc1nc2ccccc2c(=O)[nH]1,nt,3.2%
CCN(CC)S(=O)(=O)c1ccc(Cl)c(OC)c1,nt,1.3%
Cc1oc(-c2ccc3c(c2)OCCO3)cc1C(=O)O,-7%,-0.6%
CC12CCC(=O)N1c1ccccc1C(=O)N2c1ccccc1 (centres undefined),-13%,-3.8%
COc1ccc(CCNC(=O)C2CCN(S(=O)(=O)c3ccc(-n4cnnn4)cc3)CC2)cc1OC,nt,-4.2%
CC1CCN(C(=O)c2ccc(CN(c3ccccc3)S(C)(=O)=O)cc2)CC1,5%,-2.7%
CC(C)OP(=O)(OC(C)C)C(Nc1cccc(N)c1)c1cccc(N)c1 (centres undefined),-1%,2.6%
CC1(C)N=C(N)N=C(N)N1c1cccc(C(=O)O)c1,nt,-6.6%
CNC(=S)N/N=C(\C)c1ccc(-n2ccnc2)cc1,nt,-1.8%
CCOc1cccc2cc(C(=O)N3CCN(C/C=C/c4ccccc4)CC3)c(=O)oc12,-2%,1.2%
O=C(CSC1=NCCS1)Nc1cccc2ccccc12,4%,4.4%&2.5%
CCOC(=O)C(C#N)C(Cc1ccccc1)c1ccco1 (centres undefined),1%,-1.1%
O=C(CSc1nnc(-c2ccccn2)n1-c1ccccc1)Nc1ccc2c(c1)OCO2,-8%,0.2%
CCN1C(c2ccccc2)=C(c2ccccc2)S/C1=C/C=C1\SC(=S)N(C)C1=O,nt,-3.0%
O=C(CCN1C(=O)C2C3C=CC(C3)C2C1=O)N1CCN(c2ccccc2F)CC1 (centres undefined),3%,2.2%
O=[N+]([O-])c1cccc(Nc2ncnc3ccc(Br)cc23)c1,2%,2.3%
Cc1cc(C)c2c(n1)nn1c(NCCN3CCOCC3)cc(C)nc21,0%,-7.3%
Cc1cc(Nc2cnc3ccccc3n2)n(-c2ccccc2)n1,nt,0.6%
CCOC(=O)COc1cc(Br)c(C2Nc3ccc4ccccc4c3C3=C2C(=O)CC(C)(C)C3)cc1OC (centres undefined),0%,7.8%
Cc1nc(SCC(=O)N2CCN(c3ccccc3)CC2)c2c(=O)n(C)c(=O)n(C)c2n1,-5%,8.5%
COc1ccc(C)cc1NC(=O)c1ccc2c(c1)OCO2,-11%,2.7%
COC(=O)c1[nH]c2ccc(C)cc2c1NC(=O)NC1CCCCC1,nt,0.0%
CC1CCc2c(sc(NC(=O)CSc3nncn3C)c2C#N)C1 (centres undefined),4%,-4.1%
CCOc1ccccc1-n1c(SCC(=O)N2CCCC2)nnc1-c1ccoc1C,6%,1.7%
CCc1ccc(NC(=O)Cn2c(SC)nc3ccccc32)cc1,1%,-0.5%
Cc1nc2cc(-c3ccc(Br)cc3)[nH]n2c(=O)c1C,5%,-2.3%
CC1CCN(CCc2nc3cc(NS(=O)(=O)c4ccc(F)cc4)ccc3n2C)CC1,-5%,1.7%
COC(=O)c1cc(OC)c(OC)cc1NC(=O)c1ccoc1C,2%,-0.4%
O=C(O)C1C2C=CC(C3CC23)C1C(=O)Nc1ccccc1Cl (centres undefined),-1%,-1.1%
Cn1c(SCC(N)=O)nnc1C1CCN(C(=O)NC2CCCCC2)CC1,-1%,-1.3%
COc1ccc(N(C)S(=O)(=O)c2ccc(Cl)cc2)cc1,0%,2.0%
Cc1ccc(S(=O)(=O)NCC(=O)N(CC(=O)NC2CCCC2)c2ccc3c(c2)OCCO3)cc1,-13%,-1.0%
COc1ccc(C(=O)N2CCN(Cc3cccc(F)c3)CC2)cc1OC,0%,0.6%
Cc1csc(NC(=O)C2C3C=CC(O3)C2C(=O)O)n1 (centres undefined),-1%,-2.7%
N#Cc1c(C(F)(F)F)cc(-c2ccco2)nc1SCc1ccccn1,3%,2.4%
CCCn1c(SCC(=O)NC(C)(C)C)nnc1C(C)C,3%,0.2%
CCc1ccc(NC(=O)CCn2cccc2)cc1,nt,-2.4%
CCN(CC)C(=O)CSc1nnc(-c2ccc(O)cc2)n1CC1CCCO1 (centres undefined),nt,3.9%
COc1nc(N/N=C\c2ccc3c(c2)OCO3)nc(N2CCOCC2)n1,4%,-0.5%
O=C1/C(=C\c2cccc([N+](=O)[O-])c2)SC(=S)N1c1cccc(C(F)(F)F)c1,0%,3.1%
COc1cc(/C=C2\C(=O)NC(=O)N(c3ccc(Cl)cc3)C2=O)c(Br)cc1O,0%,9.4%
CC(=O)NCCOc1cccc2cccnc12,nt,5.5%
CCOC(=O)c1ccc(NC(=O)C(C)NS(=O)(=O)c2ccc(OC)cc2)cc1 (centres undefined),-2%,-0.6%
S=C1NNC2(NN1)C1CC3CC(C1)CC2C3,nt,7.7%
COc1ccc(OCC(=O)Sc2ccc(C)cc2)cc1,nt,0.2%
CCc1cccc(CC)c1NC(=O)c1cc(-c2cccs2)nc2ccccc12,-1%,-3.8%
O=C1/C(=C\c2ccc(-c3cccc([N+](=O)[O-])c3)o2)SC(=S)N1C1CCS(=O)(=O)C1 (centres undefined),-1%,-2.7%
Cc1ccc(NC(=O)COC(=O)Cn2c(C)csc2=O)cc1C,-3%,0.4%
COc1cc(S(=O)(=O)N2CCN(C)CC2)ccc1Cl,nt,-0.5%
CC(Oc1ccccc1)C(=O)Nc1ccc(S(=O)(=O)NCC2CCCO2)cc1 (centres undefined),0%,2.2%
CCSc1nnc(NC(=O)c2ccc3c(c2)OCO3)s1,-7%&0%,1.4%&5.9%
CCOc1ccc(C(=O)Nc2nnc(SCC)s2)cc1,0%,0.7%
CCc1ccccc1NC(=O)N1CCC(NC(=O)C(Cc2ccc(OC)c(OC)c2)NC(C)=O)CC1 (centres undefined),nt,-1.3%
CC1CCN(C(=O)CSc2nc3ccc([N+](=O)[O-])cc3s2)C(C)C1 (centres undefined),0%,-3.2%
Cc1ccnc(NC(=O)C2CCCC2)c1,1%,1.3%
N#CC1=C(N)SC(N)=C(C#N)C1c1cccc(O)c1,nt,0.3%
CCOC(=O)C(=Cc1ccc(-c2ccc(Cl)cc2Cl)o1)C(=O)OCC,3%,-0.2%
Cc1ccc(N(CC(=O)Nc2ccc(Cl)cc2)S(C)(=O)=O)cc1Cl,0%,-0.2%
O=C1N(c2ccccc2)C2CS(=O)(=O)CC2N1c1cccc(Cl)c1 (centres undefined),0%,3.5%

# New compounds follow.
SMILES,Rat MKP-3 inhibitors,Hsp70 displacement
COCCc1nnc(NC(=O)Nc2ccccc2)s1,0%,2.3%
Cc1ccc(-c2noc(CNc3ccccc3)n2)cc1,nt,0.4%
COCn1c(-c2ccc(OC)c(OC)c2)nc2ccccc21,-13%,3.8%
CCOC(=O)c1c(NC(=O)Cc2ccc(Cl)cc2)sc(C(=O)Nc2ccccc2F)c1C,2%,-0.8%
COC(=O)C(CCSC)NC(=O)Cn1ncc2c(=O)oc3ccc(C)cc3c21 (centres undefined),1%,4.6%
Cc1ccc(-c2nc3cc(Cl)ccc3o2)cc1NC(=O)COc1ccccc1[N+](=O)[O-],4%,-3.9%
CCCOc1ccc(C2C(C(=O)c3ccco3)=C(O)C(=O)N2CCCn2ccnc2)cc1 (centres undefined),5%,-4.4%
NC(=O)c1ccc(NC(=O)c2ccc3ccccc3c2)cc1,6%,-3.2%
O=[N+]([O-])c1ccccc1/C=N/N1CCN(Cc2ccc(Cl)cc2)CC1,1%,-0.9%
COc1ccc(-c2nn(-c3ccccc3)cc2C(=O)O)cc1OC,nt,-3.2%
COc1ccc(-c2cc(C(=O)Nc3cccc(Br)c3)c3ccccc3n2)c(OC)c1,0%,-2.9%
O=C(Nc1ccc(-c2nc3ccccc3o2)cc1)c1cccnc1,nt,-2.9%
Nc1nc(-n2cnnc2)nn1-c1ccccc1,-7%,-1.9%
CCOC(=O)C1=C(C)N=C2SC(C)C(=O)N2C1c1cccc(F)c1 (centres undefined),-2%,2.7%
O=C1c2cc(S(=O)(=O)NCCCO)ccc2-c2ccc(S(=O)(=O)NCCCO)cc21,-2%,1.9%&4.6%
COCCN(C(C)=O)c1nnc(-c2cnccn2)s1,-3%,-3.8%
Cc1cc(C)cc(N(CC(=O)Nc2cccc(C)n2)S(=O)(=O)c2c(C)noc2C)c1,2%,6.8%
CCOc1ccccc1N(CC(=O)Nc1ccc(C)c(C)c1)S(=O)(=O)c1ccccc1,4%,-1.5%
CCCN(CCC)CCCNC(=O)c1cn(CCOC)c(=O)c2c1c1ccccc1n2C,10%,-2.2%
COc1ccc(Cl)cc1Nc1nc(C)cc(C)c1C(N)=O,nt,-1.9%

# A draw from above in order of SMILES length, low to high:
SMILES,Rat MKP-3 inhibitors,Hsp70 displacement
COc1ccc(Cl)cc1Nc1nc(C)cc(C)c1C(N)=O,nt,-1.9%
Cc1ccc(N(CC(=O)Nc2ccc(Cl)cc2)S(C)(=O)=O)cc1Cl,0%,-0.2%
CC(Oc1ccccc1)C(=O)Nc1ccc(S(=O)(=O)NCC2CCCO2)cc1 (centres undefined),0%,2.2%
COc1ccc(NC2CCN(C3CC(=O)N(c4ccc(F)c(Cl)c4)C3=O)CC2)cc1 (centres undefined),2%,0.2%

# Next part
SMILES,Rat MKP-3 inhibitors,Hsp70 displacement
CCCCCNC(=O)CCCCn1c(=O)[nH]c2cc(OCC)c(OCC)cc2c1=O,-4%,4.0%
C=C(C)CSc1nc(N)c2c(C)c(C)sc2n1,-1%,-5.2%
CC(NC(=O)CSc1nnc(-c2ccco2)n1-c1ccccc1)c1ccccc1 (centres undefined),0%,2.8%
O=C1CC(N2CCSCC2)C(=O)N1CCc1ccccc1 (centres undefined),-13%,-1.5%
Cc1ccc([N+](=O)[O-])cc1NC(=O)C1CC(O)CN1C(=O)Oc1ccccc1 (centres undefined),2%,6.7%
CCOC(=O)C1NN=C(C(=O)c2ccc(OC)cc2)C1c1ccccc1Cl (centres undefined),2%,-4.9%
CCOc1ccccc1CNCCN1CCOCC1,nt,-5.1%
Cc1ccc(-c2cc(C(=O)N3CCCCC3)c3ccccc3n2)s1,4%,-6.4%
O=C(CCN1C(=O)c2cccc([N+](=O)[O-])c2C1=O)Nc1nccs1,2%,-0.7%
CCOC(=O)c1c(-c2ccccc2)oc2cc(Br)c(OCC(=O)C(C)(C)C)cc12,-2%,3.4%
Cc1cc(C)cc(NC(=O)CN(CCc2ccccc2)S(=O)(=O)c2ccccc2)c1,0%,-0.5%
CCOc1cccc(-c2cc(C(=O)Nc3ccc4c(c3)OCCO4)c3ccccc3n2)c1,-4%,0.6%
Cc1cccc(N=C2NN=C(c3ccc4c(c3)OCCO4)CS2)c1,nt,-0.3%
CC1(C)CC(=O)C=C(Nc2ccc3c(c2)OCCO3)C1,-9%,3.0%
Cc1ccc2c(-c3ccc([N+](=O)[O-])cc3)cc(=O)[nH]c2c1,-1%,5.7%

# Screens: PubChem, Sanford-Burnham Center for Chemical Genomics

# This is a subset; count on the stated rates, not on these rows.
